Bioassay records (PubChem BioAssay)
12-hLO inh – 12-hLO (ALOX12) enzyme inhibition. Potency, µM (top dose mostly 57.1 µM), inactives show at the top dose activity change, negative = inhibition, usual class: inhibitors. AID 1452. 150,000 tested, 0.12% active. P18054. purified 12-hLO, xylenol orange hydroperoxide absorbance; further: potency means the concentration at half of the fitted maximal effect; nearly all actives have a fitted effect of over 55% in size; many of its hits are not listed in these tables
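Xylenol orange chromogenic assay: hydroperoxide from 12hLO oxidises Fe(II), giving red-shifted Fe(III)-XO absorbance. Conditions: 150 nM enzyme, 40 uM arachidonic acid, 25 mM Hepes pH 7.0, 0.01% Triton X-100, 30 min, room temperature.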
PNC inhibitor – perinucleolar compartment assembly inhibition; 140,000 tested, 3.1% active; AID 2417; PC3M PTB-GFP, PNC prevalence imaging, 16 h; hits give low values; activity change (PNC), negative = inhibition, % at 10 µM;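 active means readout at or below -70, meaning at least 70% loss of cells showing the perinucleolar compartment, a nuclear body marking cancer cells; inconclusive means readout between -30 and a set limit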;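 further: plate controls were DMSO wells for no effect and camptothecin positive control wells for full effect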
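PC3M cells stably expressing PTB-GFP, 750–1000 cells/well, treated 16 h at 37 °C with compound (23 nl of library stock), in duplicate. After paraformaldehyde fixation and Hoechst stain, imaged at 20x; PNC prevalence scored by image analysis.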
ALOX15B inhib – 15-hLO-2 (ALOX15B) enzyme inhibition; O15296; purified 15hLO-2, xylenol orange hydroperoxide absorbance; Potency, µM (titrated, usually from 57.1 µM), without a hit: at the highest dose activity change, negative = inhibition, actives largely listed as inhibitors; 110,000 tested, 0.56% active; AID 881; further: potency means the concentration at half of the fitted maximal effect; nearly all actives have a fitted effect of over 60% in size; many of its hits are not listed in these tables
Target sequence (O15296 whole entry, looked up): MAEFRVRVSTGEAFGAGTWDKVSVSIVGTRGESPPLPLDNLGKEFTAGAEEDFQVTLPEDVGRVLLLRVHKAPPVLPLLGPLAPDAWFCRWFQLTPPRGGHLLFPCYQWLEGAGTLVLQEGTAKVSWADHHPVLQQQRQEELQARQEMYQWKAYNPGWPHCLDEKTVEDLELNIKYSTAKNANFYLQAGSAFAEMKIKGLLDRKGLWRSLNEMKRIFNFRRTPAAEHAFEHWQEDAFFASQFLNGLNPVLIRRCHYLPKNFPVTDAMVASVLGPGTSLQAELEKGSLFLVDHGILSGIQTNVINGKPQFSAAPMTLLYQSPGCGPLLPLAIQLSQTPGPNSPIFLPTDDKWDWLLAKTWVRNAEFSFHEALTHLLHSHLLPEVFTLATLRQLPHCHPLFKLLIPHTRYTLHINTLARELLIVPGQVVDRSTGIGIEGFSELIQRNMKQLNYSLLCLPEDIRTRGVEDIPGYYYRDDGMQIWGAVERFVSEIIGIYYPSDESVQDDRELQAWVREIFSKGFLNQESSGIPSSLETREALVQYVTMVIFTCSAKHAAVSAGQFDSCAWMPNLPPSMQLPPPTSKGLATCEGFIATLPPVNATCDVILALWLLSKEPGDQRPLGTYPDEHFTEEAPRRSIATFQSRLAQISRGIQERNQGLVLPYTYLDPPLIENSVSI
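Enzyme 50 nM, AA 45 uM, 25 mM Hepes pH 7.5 + 0.01% Triton X-100; cpd preinc 15 min RT, rxn 90 min RT; stop/detect with 200 uM XO + 300 uM Fe(II) in 50 mM H2SO4, 30 min; A573/A405.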
IMPase cell inh – membrane-permeable compound that blocks inositol monophosphatase. P97697. CHO-M1 cells, IP1 accumulation, HTRF TR-FRET ratio. inhibition (IP1 accumulation), % at 46.1 µM. 120,000 tested, under 10 active. AID 901; active means well fitted curve in the direction sought with a large enough effect in the signal ratio, not every such curve was filed as active; inconclusive means small, poorly fitted or top-dose-only effect, or a change in a side signal; inactive means no such curve, though single readings can be large or run the other way; the % refers to the signal ratio;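 further: cells stimulated with carbachol in lithium chloride buffer; plate controls were DMSO basal wells for no effect and reference inhibitor wells for full effect; higher means more IMPase inhibition seen as more IP1 and lower FRET ratio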
Target sequence (P97697 whole entry, looked up): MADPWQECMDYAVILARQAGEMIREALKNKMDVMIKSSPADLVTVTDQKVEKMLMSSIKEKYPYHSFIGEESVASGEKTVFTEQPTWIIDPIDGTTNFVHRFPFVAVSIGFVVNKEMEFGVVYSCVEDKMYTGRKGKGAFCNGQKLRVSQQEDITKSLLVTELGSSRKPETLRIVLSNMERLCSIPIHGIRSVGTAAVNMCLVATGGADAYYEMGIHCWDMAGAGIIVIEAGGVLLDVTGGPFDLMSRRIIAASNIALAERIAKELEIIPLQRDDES
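Cellular IMPase inhibition is scored as a rise in cytosolic IP1, detected by competitive TR-FRET between d2-labelled IP1 and a europium anti-IP1 antibody. M1-expressing CHO cells were stimulated with carbachol for 30 min at 37C, with lithium (50 mM LiCl) present in the buffer.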
* hit, by the source's call; ? = inconclusive; nt = no result given; [ ] = dose if it differs, or a comment. Unless noted, the call rests on the fitted dose curve; in most records, active means well fitted curve in the direction sought with a large enough effect; inconclusive means small, poorly fitted or top-dose-only effect, or another doubt; inactive means no such curve, though single readings can be large; an effect the other way counts as inactive or inconclusive. Unless noted, on the % scale 0 is the no-effect control and ±100 the full control effect. Compounds as they come. About 3.1% of those tested had a hit in this group.

Below each compound: 12-hLO inh	ALOX15B inhib	PNC inhibitor	IMPase cell inh
> CCNC(=O)OCC(CC)NC(=O)OCC(C)C (stereo not drawn)
→ -1%	-1%	?	-5
> FC(F)(F)c1cccc(-c2nnc3ccc(C(F)(F)F)cn23)c1
→ 5%	-1%	15	3
> O=C(c1csnn1)N1CCC[C@@]2(CCN(Cc3nccs3)C2)C1
→ 5%	-2%	nt	nt
> CCOC(=O)c1nn(-c2ccc(F)cc2)c2nc(-c3ccccc3)c(C#N)c(=O)n12
→ 1%	nt	-10	nt
> O=[N+]([O-])c1ccc2nccn2c1
→ 1%	1%	24	-8
> COC(=O)c1ccccc1NC(=O)c1cccc(NC(=O)CSCc2ccccc2)c1C
→ 0%	-7%	11	11
> CCCCOC(=O)c1cc(=O)[nH]c2ccccc12
→ -15%	-6%	14	-4
> O=C(Nc1cc(C(F)(F)F)ccc1N1CCCC1)c1ccc2c(c1)OCO2
→ -14%	-4%	?	2
> CCOC(=O)/C(C(N)=NCC(C)C)=C(/O)c1ccccc1
→ 1%	11%	-28	-4
> NS(=O)(=O)c1cc([C@@]2(O)NC(=O)c3ccccc32)ccc1Cl
→ -5%[25.6 µM]	22%[25.6 µM]	nt	-10[20.6 µM]
> CCCc1nnc2c(N(C)S(=O)(=O)c3ccc(C)cc3)nc3ccccc3n12
→ -1%	nt	25	nt
> COc1cc(C(=O)NCCOc2cc(C)cc(C)c2)c(Br)c(OC)c1OC
→ 3%	16%	90	5
> Clc1ccc(-c2csc(N3CCc4ccccc4C3)n2)cc1
→ -12%	-24%	?	0
> Cc1cc(N2C(=O)C=CC2=O)c([N+](=O)[O-])cc1C
→ -19%	nt	-20	nt
> COc1ccc(-c2cnnc(N/N=C/c3ccc(O)c(O)c3)n2)cc1
→ -18%	nt	-2	1
> CC(=C/C=C/C(C)=C/C=C/C=C(C)/C=C/C=C(C)/C=C/C(=O)O)/C=C/C(=O)O
→ 0%	-16%	nt	nt
> c1ccc2cc(CN3CCOCC3)ccc2c1
→ -8%	-3%	11	0
> CCOc1cc(C(=O)N2CCOCC2)ccc1OCc1ccccc1
→ 4%	-6%	-5	-10
> COc1ccc2c(c1)C(c1ccc([N+](=O)[O-])cc1)=NNC(c1ccco1)=N2
→ -15%	-6%	-10	1
> O=C(COC(=O)c1ccccc1NC(=O)c1ccccc1)c1ccc([N+](=O)[O-])cc1
→ -2%	-2%	3	11
> Cc1ccc(-c2nc(N)sc2CC(=O)OCC(=O)NCCC(C)C)cc1
→ -10%	nt	5	nt
> Cn1c(SCc2ccc(Br)cc2)nnc1-c1ccncc1
→ 1%	5%[11.4 µM]	?	0[1.84 µM]
> O=C(OCc1ccccc1)c1cccc(-c2nnn(Cc3ccccc3)n2)c1
→ 12%	-1%	-17	9
> O=C(c1cc2ccccn2n1)N1CCN(c2ccccn2)CC1
→ 5%	-9%	?	-1
> CNC(=O)c1cccn1-c1ccsc1C(=O)OC
→ -7%	9%	-2	?
> COc1ccc(C(=O)NCC(=O)N/N=C/C(C)=C/c2ccco2)cc1OC
→ 1%	nt	?	nt
> CCOC(=O)N1CCC2(CC1)C(C#N)=C(N)Oc1n[nH]c(C)c12
→ 7%	3%	15	0
> CC1CCN(CCOCCOc2ccc(Br)cc2Cl)CC1
→ -3%	nt	39	nt
> O=C1NCCc2c1[nH]c1ccccc21
→ 1%	-5%	39	0
> O=C(c1ccco1)N1CCN(C(=O)c2cccs2)CC1
→ 6%	-4%	25	-1
> Cc1ccc(-n2nnnc2SCC(=O)Nc2ccc3c(c2)OCCO3)cc1C
→ 3%	nt	42	-11
> CC1CCCC(C)N1C(=O)C1CC(c2ccc(F)cc2)=NO1 (stereo not drawn)
→ -3%	-14%	?	-9
> Oc1ccc(-c2cccc(-c3ccc(O)cc3)n2)cc1
→ -13%	-15%	7	2
> CC(=O)c1ccc(NS(=O)(=O)Cc2ccccc2)cc1
→ -3%	0%	21	1
> Nc1nnc(COc2ccccc2)s1
→ -3%	nt	?	?
> c1coc(CN=C2NC(=NCc3ccco3)c3ccccc32)c1
→ -6%	44%[activator]	-25	1
> COc1ccccc1OCCNc1cc(N2CCCCC2)ccc1[N+](=O)[O-]
→ 0%	nt	35	nt
> COc1ccc2c(c1)Cc1sc(NC(=O)c3ccco3)nc1-2
→ -6%	-1%	-14	-1
> Cc1ccc(C(C)C)c(OCC(=O)Nc2ccc(Cl)cn2)c1
→ -1%	-3%	-18	2
> CSc1ccc(C2C3(C#N)C(N)=NC4(OCCO4)C23C#N)cc1 (stereo not drawn)
→ 0%	14%	80	-8
> Cc1ccc(Cn2ncc3c(NCCCN4CCOCC4)ncnc32)cc1
→ -1%	30%	-24	-9
> CS(=O)(=O)Nc1cccc(C(=O)CC2(O)C(=O)Nc3ccccc32)c1 (stereo not drawn)
→ -12%	-2%	-4	-2
> CCN1C(=O)/C(=C/C=C2/Sc3ccc4ccccc4c3N2CCO)SC1=S
→ 0%	nt	?	nt
> O=C(NN1C(=O)/C(=C\c2cccnc2)SC1=S)C(c1ccccc1)c1ccccc1
→ 1%	nt	31	-2
> COc1cccc(C2=NO[C@@H]3C(=O)N(c4ccc5c(c4)OCCO5)C(=O)[C@H]23)c1OC
→ -3%	-1%	-16	7
> Cc1ccccc1OCc1nc2ccccc2c(=O)n1NC(=O)c1ccco1
→ -5%	nt	-100*	1
> CCCCn1c(Cc2ccccc2)nnc1SCC(=O)N1CCOCC1
→ -1%	nt	-7	-10
> Nc1c(NCCN2CCOCC2)c2ccccc2oc1=O
→ -3%	43%[activator]	-16	4
> Cc1ccccc1-c1nc(CS(=O)(=O)CC(=O)NCCCN2C(C)CCCC2C)c(C)o1 (stereo not drawn)
→ 2%	5%	?	7
> O=C(CN1CCOCC1)Nc1ncc(Cc2cccc(Cl)c2Cl)s1
→ -4%	nt	14	nt
> NC(=O)NC(=O)[C@H]1CCCC[C@@H]1C(=O)O
→ -3%[11.4 µM]	-1%[11.4 µM]	nt	nt
> O=C(NCc1cccnc1)c1cccc(S(=O)(=O)N2CCCCC2)c1
→ 4%	-2%	-4	-4
> CSc1ccc(/C=N/NC(=O)CN2CCN(Cc3ccccc3)CC2)cc1
→ 6%	nt	46	3
> CCNC(=O)N1c2ccc(OC)cc2C(C)=CC1(C)C
→ ?	-29%	-13	-1
> O=C(Cn1c(C(F)(F)F)nc2ccccc21)OCC(=O)c1c[nH]c2ccccc12
→ -1%	nt	-26	11
> CCOC(=O)c1ccc(NC(=S)Nc2cccc(C)n2)cc1
→ -6%	nt	-85*	nt
> COc1ccccc1NC(=O)COc1ccc(Br)cc1CO
→ 5%	-2%	-6	3
> CCN1CCCC1CNC(=O)CS(=O)(=O)Cc1nc(-c2ccccc2C)oc1C (stereo not drawn)
→ 34%	16%	21	8
> CCOCCCn1c(=O)c(NC(=O)c2ccc(OCC)cc2)c2n(c1=S)CCCCC2
→ 7%	-3%	?	-1
> CC(C)N(C(=O)CSc1nc2ccccc2n1Cc1ccccc1)C(C)C
→ 2%	nt	346	-9

(cont.)
Below each compound: 12-hLO inh	ALOX15B inhib	PNC inhibitor	IMPase cell inh
> Cc1ccccc1-n1c(=O)/c(=C\c2ccco2)s/c1=C(/C#N)C(=O)Nc1ccccc1
→ ?	?	30	-7
> CCOC(=O)c1c(NC(=O)CSC(=S)N(C)C)sc(C)c1C
→ -3%	nt	-16	nt
> O=c1c2cc(Br)ccc2nc(-c2cccc(C(F)(F)F)c2)n1O
→ -9%	?	106	9
> Cn1c(=O)oc2cc(S(=O)(=O)NCc3ccco3)ccc21
→ 6%	0%	?	0
> O=S(=O)(/N=C(/Nc1ccccc1)C(F)(F)F)c1ccccc1
→ 1%	nt	57	nt
> CS(=O)(=O)N1CCC2(CCN(C(=O)Nc3cccc(F)c3)CC2)CC1
→ -1%	-1%	nt	nt
> O=C(CSc1c[nH]c2ccccc12)NCC1CCCO1 (stereo not drawn)
→ 1%	-3%	?	7
> O=C(CN1CCN(c2ccccc2O)CC1)Nc1ccc2c(c1)CCC2
→ -9%	nt	?	-4
> CCc1ccc(NC(=O)c2ccc(F)c(S(=O)(=O)N(CC)c3ccccc3)c2)cc1
→ -7%	nt	?	17
> Cc1cc(C)cc(OCc2nnc(SCC(=O)c3ccccc3)o2)c1
→ 3%	-10%[11.4 µM]	27	-3[1.84 µM]
> Cc1nc(COC(=O)c2ccc(CO)cc2)cs1
→ 2%	-4%	-22	4
> CCOC(=O)c1cnn(-c2nc(OC)cc(OC)n2)c1C(F)(F)F
→ 4%	nt	-7	nt
> COc1ccc(Br)cc1CNC(=O)CCCc1cn(C)c2ccccc12
→ -7%	nt	3	nt
> CCS(=O)(=O)N1Cc2ccccc2CC1C(=O)N1CCN(c2ccccc2)CC1 (stereo not drawn)
→ 1%	5%	28	8
> Cn1c(=O)[nH]c(=O)c2c1nc(Br)n2CC(O)COc1ccccc1 (stereo not drawn)
→ 3%	5%	?	-3
> Cc1c2c(nc3nc4ccccc4n13)CCCC2=O
→ -3%	-5%	?	9
> Cc1csc(SCCN2C(=O)c3ccccc3C2=O)n1
→ -5%	2%	-15	-9
> CCOc1ccc2c(c1)c1nnc(SCC(=O)N3CCC(C)CC3)nc1n2C
→ -1%	-3%	?	8
> COc1cccc2[nH]c3c(N4CCCC(C)C4)ncnc3c12 (stereo not drawn)
→ -1%	23%	-3	15
> O=C(O)/C=C\C(=O)Nc1ccccc1F
→ 3%	nt	-119*	0
> COc1cc(/C=C2\SC(=Nc3ccccc3)N(CCc3c[nH]c4ccccc34)C2=O)ccc1OC(C)C(=O)O (stereo not drawn)
→ -2%	nt	?	nt
> O=S(=O)(NCc1ccco1)c1ccc(Cl)nc1
→ -2%	nt	9	nt
> Cc1cc2cc(CCNC(=O)c3cccc([N+](=O)[O-])c3)c(=O)[nH]c2cc1C
→ 2%	nt	-30	nt
> CCS(=O)(=O)N1CCN(c2ccc([N+](=O)[O-])c(NCc3ccccc3)c2)CC1
→ -8%	-23%	4	3
> COC(=O)[C@H](Cc1ccccc1)NC(=O)[C@]1(C)C[C@H]1[C@H](NC(=O)OCc1ccccc1)c1ccccc1
→ -2%	6%	nt	nt
> CC1CC2C(C(O)C[C@]3(C)C2CC[C@]3(O)C(=O)CO)[C@]2(C)C=CC(=O)C=C12 (stereo partly drawn)
→ -5%	3%	nt	nt
> Cc1cc(=O)oc2cc(OCC(=O)NCCCN3CCOCC3)ccc12
→ -6%	11%	17	15
> Cc1ccccc1C(OCCN(C(C)C)C(C)C)c1ccccc1 (stereo not drawn)
→ 2%	nt	1	nt
> N[C@@H](Cc1ccc(O)c(I)c1)C(=O)O
→ 3%	-2%	25	3
> COc1ccc(S(=O)(=O)N2CCC(C(=O)Nc3cccc(C(C)=O)c3)CC2)cc1
→ -1%	nt	-11	13
> COc1cc(C(=O)Oc2ccccc2)ccc1OCc1c(C)noc1C
→ 1%	1%	17	5
> COc1ccc(-c2nc(C#N)c(N3CCC(C(N)=O)CC3)o2)cc1OC
→ 2%	?	59	-4
> CC(=O)N1CCc2cc(S(=O)(=O)CCC(=O)NCc3cccs3)ccc21
→ 1%	0%	-14	-11
> COc1ccc(-n2c(=O)cnc3cnc(Oc4ccccc4)nc32)cc1
→ -1%	-2%	nt	nt
> Cc1ccc(C(=O)Oc2ccc(-c3nccc(-c4ccccn4)n3)cc2)cc1
→ 17%	8%	?	-4
> O=Nc1ccc2oc(=O)ccc2c1
→ -11%	?	nt	14
> O=C(NCc1ccco1)c1noc2c1CCCC2
→ -2%	-9%	?	-2
> N=C1C(c2ccccc2)=C(O)CN1c1ccc2c(c1)OCO2
→ -4%	-5%	-21	8
> N#C/C(=C/c1cccc(C(F)(F)F)c1)c1nc(CCN2C(=O)c3ccccc3C2=O)cs1
→ 0%	-12%	56	5
> CCc1cc(OCCCSc2nc(C)cc(=O)[nH]2)ccc1Cl
→ 1%	-1%	29	7
> CCCCOCP(=O)(CCCC)COCCCC
→ 4%	-2%	?	2
